MEKK2 mut-MEK5 – MEK5 binding signal on mutant MEKK2 PB1, primary screen, biochemical, multiplex bead flow cytometry, Alexa488-MEK5. 290,000 compounds, 0.35% hits. percent response, % at 10 µM. Alexa488-MEK5 binding to MEKK2 mutant; in the data active = percent response above about 24%, passing the limit was not always enough; also: inactives centre near 1; some results filed as inactive read as strong as hits; reference of the scale not given here
MEKK2 WT-MEK5 – modulators of MEK5 binding to wildtype MEKK2, primary screen, biochemical, multiplex bead flow cytometry, Alexa488-MEK5; 290,000 compounds, 1.1% hits; Mitogen-activated protein kinase kinase kinase 2 (Homo sapiens), Q9Y2U5; binding response (% of control), % at 10 µM; Alexa488-MEK5 binding to MEKK2 WT; actives lie on both sides; AID 1531, 2009; in the data active = binding response below about 67% or above about 130%
UBC9 SUMO inh – inhibitors of in vitro SUMOylation cascade, primary screen, biochemical, HTRF, uHTS. inhibition, % at 35 µM. SUMO-conjugating enzyme UBC9 (Homo sapiens), P63279. 290,000 compounds, 0.36% hits. HTRF SUMOylation assay, SAE1/SAE2 + UBC9; in the data active = inhibition above about 50%, passing the limit was not always enough; also: strong numbers were not always called active
Target sequence (P63279 whole entry, looked up): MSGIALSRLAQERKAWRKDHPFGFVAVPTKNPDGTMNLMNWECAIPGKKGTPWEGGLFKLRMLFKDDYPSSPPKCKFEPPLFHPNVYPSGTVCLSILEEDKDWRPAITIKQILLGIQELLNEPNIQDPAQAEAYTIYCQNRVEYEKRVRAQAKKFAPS
CRFBP-R2 block – antagonists of CRF-BP/CRF-R2 complex, primary screen, cell-based, HEK293, calcium dye fluorescence, uHTS; 350,000 compounds, 0.59% hits; AID 588475, 2011; inhibition, % at 11.8 µM; CRF-induced calcium fluorescence;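 active = inhibition of the ligand-induced calcium signal above about 50% at the single tested concentration, limit read from the data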
MEKK3 PB1 HTS – modulators of MEKK3-MEK5 PB1 binding, primary screen, biochemical, wildtype MEKK3, multiplex bead flow cytometry, Alexa488-MEK5 | Mitogen-activated protein kinase kinase kinase 3 (Homo sapiens), Q99759 | bead-based flow cytometry, Alexa488-MEK5 binding to MEKK3; actives lie on both sides; 0 = blocked by unlabeled MEK5, 100 = vehicle | binding response (% of control), % at 10 µM | 290,000 compounds, 1.4% hits | AID 1529, 2009;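 active = binding response more than 3 SD above or below the average of its plate-row segment, actives on both sides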;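 also: Alexa488 bead fluorescence after subtracting the streptavidin-only scavenger bead signal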
Target sequence (Q99759 whole entry, looked up): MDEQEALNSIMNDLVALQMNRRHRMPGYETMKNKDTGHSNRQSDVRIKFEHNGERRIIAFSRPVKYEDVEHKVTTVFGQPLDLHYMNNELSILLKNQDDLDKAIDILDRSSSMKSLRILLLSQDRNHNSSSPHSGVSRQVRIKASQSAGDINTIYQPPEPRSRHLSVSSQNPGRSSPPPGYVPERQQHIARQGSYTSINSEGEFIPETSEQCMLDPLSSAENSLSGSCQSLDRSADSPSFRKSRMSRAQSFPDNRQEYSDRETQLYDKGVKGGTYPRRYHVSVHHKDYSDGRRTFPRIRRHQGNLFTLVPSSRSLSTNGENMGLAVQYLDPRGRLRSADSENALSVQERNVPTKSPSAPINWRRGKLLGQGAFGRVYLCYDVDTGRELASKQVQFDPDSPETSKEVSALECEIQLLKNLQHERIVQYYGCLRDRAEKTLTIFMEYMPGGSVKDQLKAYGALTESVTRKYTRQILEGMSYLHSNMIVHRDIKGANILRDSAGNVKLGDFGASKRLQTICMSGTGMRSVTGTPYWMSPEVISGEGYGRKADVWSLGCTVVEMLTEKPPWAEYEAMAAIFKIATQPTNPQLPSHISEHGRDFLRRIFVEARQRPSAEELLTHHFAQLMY
GalR3 antagonist – GalR3 antagonists in HEK293 cells, primary screen, cell-based, fluorescence readout. Galanin receptor type 3 (Homo sapiens), O60755. HEK293 GalR3-CNG cAMP membrane potential fluorescence; galR3 body fused to GalR1 C-terminus. inhibition, % at 3 µM. 360,000 compounds, 0.44% hits. AID 651719, 2012;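 active = inhibition above the screen-wide average plus 3 SD, cut at about 13% in these data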;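 also: forskolin and galanin both at EC90 stimulate the cells; cAMP rise reported by CNG channel membrane potential dye signal; 0% = forskolin plus galanin with DMSO and 100% = forskolin alone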
Target sequence (O60755 1-299 limits assumed): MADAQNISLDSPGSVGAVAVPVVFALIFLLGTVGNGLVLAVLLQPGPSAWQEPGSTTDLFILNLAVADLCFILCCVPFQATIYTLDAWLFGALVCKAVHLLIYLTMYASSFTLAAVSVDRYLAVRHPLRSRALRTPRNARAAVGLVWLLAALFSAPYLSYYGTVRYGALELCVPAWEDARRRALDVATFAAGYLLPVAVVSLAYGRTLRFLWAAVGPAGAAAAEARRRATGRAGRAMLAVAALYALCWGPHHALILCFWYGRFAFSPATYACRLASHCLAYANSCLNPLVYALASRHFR
FID counter – compounds displacing fluorescent DNA intercalator, primary screen, artefact control for HCV NS3 helicase inhibitor project, biochemical, FID fluorescence. DNA fluorescent intercalator displacement. inhibition, % at 7.9 µM. 290,000 compounds, 0.17% hits. AID 1845, 2009; in the data active = inhibition above about 37%;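 also: 0% = vehicle and 100% = reference compound; higher means more ethidium bromide displaced from hairpin DNA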
HCV NS3 hel inh – inhibitors of HCV NS3 helicase, primary screen, biochemical, Cy5 molecular beacon fluorescence; Hepatitis C virus NS3 helicase; NS3 helicase DNA unwinding; inhibition, % at 10.9 µM; 290,000 compounds, 0.56% hits;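 active = inhibition above the mean of all tested compounds plus 3 SD, set per campaign, cut at about 35% in these data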;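 also: 0% = DMSO wells and 100% = thioflavine S control wells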
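Assay system – hepatitis C virus NS3 helicase domain fragment enzyme · Buffer or medium – MOPS pH 6.5, MgCl2, DTT, Tween20, BSA · Reagent – Cy5/quencher beacon DNA duplex and ATP to start · Compound – single 10.9 µM dose · Timing – 1 h at 25 °C · Technique – Cy5 beacon fluorescence read at start and 1 h · Measure – % inhibition of unwinding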
CRFR2-BP ag – agonists of CRF-BP/CRF-R2 complex, primary screen, cell-based, HEK293, calcium dye fluorescence, uHTS; calcium dye fluorescence (FLIPR); percent of saturating CRF peptide response; activation, % at 13.2 µM; 350,000 compounds, 0.46% hits; AID 588473, 2011;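 active = activation of at least 50%, plus an integration ratio under a set limit after plate pattern correction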;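 also: plate controls were neutral control wells without compound for no effect and CRF at EC100 for full effect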
An asterisk follows results filed as active; x = not tested or not shown; [ ] = another dose, or the depositor's remark. Not all compounds are listed; the hit share may differ from the screen's.

SMILES	MEKK2 mut-MEK5	MEKK2 WT-MEK5	UBC9 SUMO inh	CRFBP-R2 block	MEKK3 PB1 HTS	GalR3 antagonist	FID counter	HCV NS3 hel inh	CRFR2-BP ag
COc1cc2c(cc1OC)C(C(=O)Nc1cc(C)c(OC)c(C)c1)CC(=O)N2 (stereo not drawn)	11.0	106.0	1.4	7.1	109.0	-8.4	-16.1	8.5	0.3
Cc1csc2nnc(N)n12	2.0	108.0	7.3	4.9	104.0	2.0	-0.2	-0.3	0.8
CC(C)NCC(O)COc1ccc(Br)cc1 (stereo not drawn)	-1.0	103.0	17.1	10.3	101.0	-8.5	4.9	-10.8	-1.5
O=C(O)c1cc(Cl)ccc1NC(=O)C1CCCO1 (stereo not drawn)	2.0	98.0	6.2	14.1	101.0	-7.0	6.0	2.5	-1.8
Cc1ccc2[nH]c3nc(SCCN4CCOCC4)nnc3c2c1	4.0	98.0	4.7	15.9	93.0	-3.2	-0.5	7.6	-2.9
O=C(CSc1ccc2ccccc2n1)N1CCC(c2noc3ccc(F)cc23)CC1	-10.0	92.0	-53.1	20.7	104.0	-6.2	-8.1	-5.1	1.0
Cc1cc(C)cc(NC(=O)CSc2nc3c(c(=O)n2C)SC(C)C3)c1 (stereo not drawn)	3.0	108.0	-15.3	-0.8	112.0	1.4	-6.5	4.2	0.1
Cc1cc(NC(=O)CN2C(=O)NC(C)(c3ccccc3)C2=O)no1 (stereo not drawn)	-1.0	97.0	18.1	12.3	99.0	-6.3	-7.5	27.7	-0.2
COc1cc(-c2cc(C(=O)Nc3ccc(S(=O)(=O)Nc4ncccn4)cc3)c3ccccc3n2)cc(OC)c1OC	5.0	99.0	5.0	37.1	102.0	2.5	-2.6	19.7	-1.2
Cc1occc1-c1nnc(SCC(=O)NCCc2ccccc2)n1C(C)c1ccccc1 (stereo not drawn)	-2.0	97.0	29.9	-7.8	100.0	-4.9	-35.9	-2.4	-2.6
Cc1ccc(C(=O)NCCCN2CCOCC2)o1	4.0	108.0	7.4	7.6	106.0	-2.3	1.8	-0.7	1.8
COc1ccc(N(CC(=O)NC2CCCCC2)S(=O)(=O)c2c(C)[nH]c(=O)[nH]c2=O)cc1	-5.0	101.0	2.3	2.7	99.0	2.7	-15.3	7.2	0.1
Cc1ncc(CN2CCN(Cc3ccccc3)C(CCO)C2)s1 (stereo not drawn)	-1.0	100.0	11.3	12.5	98.0	-3.5	2.1	-0.6	-0.3
O=C(O)c1cnn2c(-c3ccc(F)cc3)ccnc12	-9.0	97.0	30.5	6.6	104.0	-5.7	9.8	1.1	0.9
O=C1N(Cc2cccc(Cl)c2)C[C@@H]2C[C@@H](c3ccccn3)N3CCC[C@@]123	-3.0	94.0	-9.7	4.9	110.0	-6.0	-10.9	-5.8	-2.0
O=C(NCC(c1ccco1)N1CCCC1)c1ccc(Cl)cc1 (stereo not drawn)	8.0	111.0	19.1	-8.2	107.0	-1.3	0.8	-2.9	0.1
O=C(Nc1ccccc1C(F)(F)F)N1CCN(c2ccccn2)CC1	-2.0	92.0	3.4	4.2	94.0	-0.8	-2.9	4.2	-1.2
Cc1ccc(Oc2ccc3c(c2)C(=O)N(c2cccc4cccnc24)C3=O)cc1	-2.0	101.0	-22.2	8.2	101.0	3.9	-0.9	-2.6	1.8
CC(/C=C/c1ccccc1)=N\NC(=O)Cn1cncn1	-3.0	99.0	-0.3	2.3	99.0	1.1	-3.7	4.0	-1.4
CC(C)C(=O)Nc1c2c(nn1-c1ccc(F)cc1)CS(=O)(=O)C2	3.0	106.0	17.1	-5.5	103.0	-8.8	-4.9	0.7	3.7
CCOc1ccc(NC(=O)CC(=O)Nc2ccc(OCC)cc2)cc1	3.0	110.0	22.5	20.6	105.0	-8.4	-12.2	-14.0	-1.3
CCOc1ccc(OCC)c(NC(=O)CN2CCN(CC)CC2)c1	7.0	106.0	7.4	12.0	97.0	-0.5	2.5	-0.1	1.0
Cc1nn(CC(=O)NCCc2ccccc2)c(C)c1[N+](=O)[O-]	1.0	101.0	3.3	12.5	102.0	-3.8	-2.1	3.4	-3.9
Fc1ccc(-c2nnc(Cc3ccc(Cl)cc3)o2)cc1	-1.0	105.0	10.6	1.9	104.0	-1.7	-18.9	-1.1	-0.2
O=C(Nc1ccc(Cl)cc1C(=O)NCCN1CCOCC1)c1ccc(Cl)cc1Cl	-1.0	94.0	8.2	-6.4	93.0	-0.8	-14.2	3.4	0.2
CN1C(=O)C(C)(C)c2cc(S(=O)(=O)N3CCN(c4ccc(F)cc4)CC3)ccc21	2.0	105.0	-3.3	3.3	101.0	-4.5	-43.0	-6.3	-0.3
COC(=O)CCC(=O)OC1(C)C(=O)C=C2C=C(C3CC3)N(Cc3ccc4c(c3)OCO4)C=C2C1=O (stereo not drawn)	3.0	-7.0*[inhibitor]	-23.1	14.3	91.0	-4.8	x	x	0.3
COc1ccc(-c2cc(=O)oc3cc(OC(C)C(=O)NCC4CCC(C(=O)O)CC4)ccc23)cc1 (stereo not drawn)	0.0	99.0	13.3	15.7	99.0	-3.4	-45.7	18.3	1.2
CCOC(=O)c1ccc(NC(=O)CCn2c(=O)oc3ccccc32)cc1	6.0	109.0	-15.8	26.6	102.0	-1.5	-14.1	-6.3	2.9
Cc1ccc(Cn2ccc(NC(=O)c3noc4c3CCCCC4)n2)cc1	-14.0	87.0	-5.2	-1.4	84.0	-6.4	-0.3	-3.5	3.9
CCOC(=O)c1c(C)[nH]c(C(=O)CN2CCOCC2)c1C	-3.0	103.0	-7.7	5.1	101.0	-2.3	-3.3	0.8	3.4
CCOC(=O)c1ccc(NC(=O)c2nc[nH]c2C(=O)N(C)Cc2ccccc2)cc1	-8.0	100.0	-17.5	1.9	90.0	-0.7	x	x	1.0
Cc1cccc(/C=N/c2sc3c(c2C#N)CCN(Cc2ccccc2)C3)c1O	51.0	49.0	7.7	0.6	101.0	4.8	0.2	-5.6	9.0
O=C(C(=O)N1CCCCC1)c1c(-c2ccccc2)[nH]c2ccccc12	5.0	102.0	2.9	4.4	99.0	-9.6	-28.2	14.8	-0.7
COc1ccc(NS(=O)(=O)c2cc(C)ccc2C)cc1	-2.0	98.0	10.7	-5.2	98.0	-6.0	-11.3	0.9	-1.6
COC(=O)c1cc(S(=O)(=O)Nc2ccsc2C(=O)OC)oc1C	-11.0	95.0	6.3	-0.3	95.0	4.4	-10.9	-6.1	-2.8
Cc1nc2oc3ccccc3c(=O)c2c(=O)n1Cc1ccccc1	0.0	99.0	14.3	11.0	98.0	-1.3	-7.2	-8.3	-0.2
COc1ccc(Nc2ccc(S(=O)(=O)N3CCCCC3)cc2[N+](=O)[O-])cc1OC	3.0	103.0	-3.5	16.6	104.0	-2.7	3.5	4.4	-6.0
Nc1ccnc(C(F)(F)F)c1C(=O)c1ccccc1	-5.0	97.0	25.3	-1.0	96.0	-7.5	-1.9	-5.6	-1.7
Cc1ccc(CN2CCN(Cc3cc(=O)c4ccccc4[nH]3)CC2CCO)o1 (stereo not drawn)	-4.0	92.0	18.0	-15.4	97.0	-2.5	-4.0	-3.8	3.1
C=CCC(NC(C)c1ccccc1)c1ccco1 (stereo not drawn)	15.0	106.0	11.7	3.6	104.0	-6.3	9.1	8.2	0.3
Cc1cc(C)n(C(=O)c2ccc(S(=O)(=O)NCC3CCCO3)cc2)n1 (stereo not drawn)	13.0	110.0	13.4	-14.7	113.0	1.0	-3.4	3.5	-0.2
O=C(CC1C(=O)NCCN1C(=O)Nc1ccccc1)Nc1ccc2c(c1)OCO2 (stereo not drawn)	6.0	103.0	-1.8	73.6*	103.0	-0.8	-0.3	-2.6	9.4
CC1=C(C(N)=O)C(c2cccc(O)c2)n2nc(CCCO)nc2N1 (stereo not drawn)	-7.0	97.0	15.4	-20.6	97.0	5.9	-0.5	6.4	5.9
O=C(NCCCN1CCOCC1)c1cn(-c2ccccc2)nc1-c1cccs1	8.0	115.0	-4.5	-4.9	101.0	-4.5	20.8	-8.8	0.5
OC1(CNCc2ccccc2)C2CC3CC(C2)CC1C3 (stereo not drawn)	5.0	112.0	-34.2	-31.0	113.0	-3.4	11.7	12.8	2.5
Cc1ccc(-c2cc(C(F)F)n3ncc(C(=O)N4CCCc5ccccc54)c3n2)cc1	7.0	98.0	8.0	-12.7	95.0	1.2	-0.4	-3.8	0.7
O=C(NCCCN1CCOCC1)c1onc(CSc2nc3ccccc3[nH]2)c1C(=O)NCCCN1CCOCC1	-5.0	95.0	6.0	-13.0	100.0	-2.5	15.3	-3.2	-1.4
COc1cc(/C=C2\SC(=S)N(CCC(=O)Nc3ccc(O)cc3)C2=O)cc(OC)c1OC	2.0	91.0	20.0	-17.9	96.0	-1.0	-20.8	-0.3	-0.7
CC(C)c1ccc(NC(=O)[C@H](Cc2c[nH]c3ccccc23)NC(=O)[C@@H]2Cc3ccccc3CN2)cc1	4.0	119.0	-1.4	-2.7	101.0	-6.8	34.0	-65.9	0.4

Remaining list, next part.
SMILES	MEKK2 mut-MEK5	MEKK2 WT-MEK5	UBC9 SUMO inh	CRFBP-R2 block	MEKK3 PB1 HTS	GalR3 antagonist	FID counter	HCV NS3 hel inh	CRFR2-BP ag
COc1cccc(C(NC(C)=O)c2ccc3cccnc3c2O)c1 (stereo not drawn)	2.0	101.0	-35.4	19.1	101.0	-5.4	-12.5	30.7	-0.7
CC(C)C1N(C(=O)CN2CCCC2)CCN1S(=O)(=O)c1ccccc1 (stereo not drawn)	1.0	106.0	-22.1	-9.6	103.0	-3.7	5.2	-4.7	0.2
O=C(/C=C/c1ccco1)NC(=S)Nc1cccc(-c2nc3ccccc3o2)c1	3.0	96.0	1.7	1.7	104.0	3.8	0.4	31.4	-0.2
N#Cc1ccc(S(=O)(=O)N2CCN(c3ncccn3)CC2)cc1	-7.0	99.0	-5.5	1.7	100.0	-1.5	-2.2	-5.2	-2.9
Cn1nnnc1P(=O)(c1ccccc1)c1ccccc1	-10.0	86.0	15.3	40.8	85.0	-5.0	-4.2	-11.4	-2.9

Only MEKK2 mut-MEK5 and MEKK3 PB1 HTS, for 3 of the compounds above:
| SMILES | MEKK2 mut-MEK5 | MEKK3 PB1 HTS |
| --- | --- | --- |
| Cc1cc(C)n(C(=O)c2ccc(S(=O)(=O)NCC3CCCO3)cc2)n1 (stereo not drawn) | 13.0 | 113.0 |
| COc1cc(-c2cc(C(=O)Nc3ccc(S(=O)(=O)Nc4ncccn4)cc3)c3ccccc3n2)cc(OC)c1OC | 5.0 | 102.0 |
| Cc1ccc2[nH]c3nc(SCCN4CCOCC4)nnc3c2c1 | 4.0 | 93.0 |

Compound activity: PubChem, several laboratories
